# Source: PubChem
# ERK EGF inh: blocks ERK signaling stimulated by EGF; HEK293-V1b, EGF-stimulated phospho-ERK AlphaScreen; Potency, µM (highest dose often 11.5 µM), for inactives: at the top dose activity change, negative = inhibition, actives largely listed as inhibitors; 130,000 tested, 0.41% active; active means well fitted inhibition curve with a large enough effect; inconclusive means small, poorly fitted or top-dose-only effect, or effect the other way;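 further: plate controls were stimulated vehicle wells for no effect and unstimulated vehicle basal for full effect; nearly all actives have a fitted effect of over 55% in size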
#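 HEK293 cells stably expressing V1b receptor, serum-reduced (1% FBS) overnight, got compound for 30 min at 37C, then 25 nM EGF for 5 min. Lysate phospho-ERK read by AlphaScreen SureFire; AC50 from Hill fits.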
# * marks the source's active call; other numbers are inactive results; ? = inconclusive; & = joins results of further samples; [ ] = another dose, or the depositor's remark. Potency means the concentration at half of the fitted maximal effect.
# The first 4 entries (preview)
SMILES,ERK EGF inh
Cc1c(NC(NC(=O)CF)C(Cl)(Cl)Cl)c(=O)n(-c2ccccc2)n1C (configuration not stated),0%
COC(=O)C1=COC(C)C2CN3CCC4(C(=O)Nc5ccccc54)C3CC12 (configuration not stated),-7%[57.5 µM]
O=C1NC(=O)N(c2ccc(F)cc2)C(=O)/C1=C/c1ccc2c(c1)CCCN2Cc1ccccc1,-4%
CC(=O)Nc1ccccc1C(=O)C(=O)Nc1cccc(C(=O)N2CCC3(CC2)OCCO3)c1,-4%

# The listing, repeating the preview:
SMILES,ERK EGF inh
Cc1c(NC(NC(=O)CF)C(Cl)(Cl)Cl)c(=O)n(-c2ccccc2)n1C (configuration not stated),0%
COC(=O)C1=COC(C)C2CN3CCC4(C(=O)Nc5ccccc54)C3CC12 (configuration not stated),-7%[57.5 µM]
O=C1NC(=O)N(c2ccc(F)cc2)C(=O)/C1=C/c1ccc2c(c1)CCCN2Cc1ccccc1,-4%
CC(=O)Nc1ccccc1C(=O)C(=O)Nc1cccc(C(=O)N2CCC3(CC2)OCCO3)c1,-4%
COc1ccc(-n2c(-c3ccco3)nc3ccccc3c2=O)cc1,-4%
CC12CC[C@H]3[C@@H](CCC4(O)C[C@H](O)CCC34/C=N/NC(=O)c3ccccc3F)C1(O)CCC2C1=CC(=O)OC1 (some centres not stated),7%[57.5 µM]
CN1C(=O)/C(=C\N2CCc3ccccc32)C(=O)NC1=S,-4%
C[C@H]1[C@@H](O)[C@@H](C)/C=C\C=CCC\C=C/C=C\C=C/C=C[C@@H](O[C@H]2O[C@@H](C)[C@@H](O)[C@@H](N)[C@@H]2O)C[C@@H]2O[C@@](O)(C[C@@H](O)[C@H]2C(=O)O)C[C@@H](O)[C@@H](O)CC[C@@H](O)C[C@@H](O)C[C@@H](O)CC(=O)O[C@H]1C,16%[25.7 µM]
COc1ccccc1CN1CC[C@@]2(CCCN(C(=O)Oc3ccccc3)C2)C1,-6%
CC1CCCN(c2ccc(C(=O)N3CCC4(CC3)OCCO4)cc2[N+](=O)[O-])C1 (configuration not stated),0%
CN1CCN(c2cccc3c2C(=O)c2ccccc2C3=O)CC1,?
Clc1cccc(C2NCc3ccccc3-n3cccc32)c1 (configuration not stated),3%[57.5 µM]
CN1CC2([N+](=O)[O-])CC=C(Cl)C([N+](=O)[O-])(C1)C2 (configuration not stated),-4%
Cc1cccc(-n2c(O)c(C=NC34CN5CN(CN(C5)C3)C4)c(=O)[nH]c2=O)c1,2%
CN1[C@@H]2CC[C@H]1CC(OC(=O)N1Cc3ccccc3NC1=O)C2 (some centres not stated),9%
O=C(c1cccc2ccccc12)C1CCCN(C2CCC2)C1 (configuration not stated),7%
O=C(Nc1ccccc1F)OC1CN2CCC1CC2 (configuration not stated),-11%[57.5 µM]
Cc1ccccc1-n1c(-c2ccc([N+](=O)[O-])cc2)nc2ccccc2c1=O,-2%
CCc1cc2c(s1)N(CC(=O)OC)C(=O)CN=C2c1ccccc1OC,-5%
CCOP(=O)(OCC)C(O)c1ccc2c(c1)OCO2 (configuration not stated),-4%[57.5 µM]
Cc1c(O)c(O)cc2c1CC=C1[C@]3(C)CC[C@]4(C)CC[C@@](C)(C(=O)O)CC4[C@]3(C)CC[C@]12C (some centres not stated),18%
CCOC(=O)c1ccc(N=Cc2c(O)n(-c3ccc(OC)cc3)c(=S)[nH]c2=O)cc1,-9%
CCn1c(O)c(C=Nc2ccc(S(N)(=O)=O)cc2)c(=O)n(CC)c1=S,4%
CN(C)c1ccc(/C=C/C=C2/C(=O)NC(=O)N(c3ccccc3)C2=O)cc1,?
CC[C@@H]1[C@@H]2C[C@H]3[C@H]4N(C)c5ccccc5[C@@]45C[C@@H]([C@@H]2[C@@H]5O)N3[C@H]1O,15%[25.7 µM]
# More records:
SMILES,ERK EGF inh
O=C(O)c1ccc(Cl)nc1,-6%
O=P(O)(O)C(Cl)(Cl)P(=O)(O)O,6%
Cc1cc(C=C2C(=O)N(C)C(=S)N(C)C2=O)c(C)n1-c1ccncc1,5%[57.5 µM]
Cc1c(P(=S)(c2ccccc2)c2ccccc2)[n+]2ccccc2n1C,-11%
N[C@@H](Cn1cc(I)c(=O)[nH]c1=O)C(=O)O,6%&-8%
Cc1c(N=Nc2c(O)n(C)c(=O)n(C)c2=O)c(=O)n(-c2ccccc2)n1C,5%
CC(C)CN1CC2(CCN(C(=O)c3ccncc3)CC2)C1,6%
COc1ccc(CCN)cc1O,0%
CCc1ccc(N2C(=O)NC(=O)/C(=C/c3ccsc3)C2=O)cc1,6%
CN1/C(=C\C=C2C(=O)NC(=O)NC2=O)C(C)(C)c2ccccc21,-6%
CC(=O)OC1CC[C@]2(C)C(CCC3C2CC[C@]2(C)C(C4=CC(=O)OC4)C(OC(C)=O)CC32O)C1 (some centres not stated),16%
CC(O)CNc1ccc([N+](=O)[O-])c2cccnc12 (configuration not stated),2%
Cc1ccc(-n2c(O)c(C=NCc3ccccn3)c(=O)[nH]c2=S)cc1,4%[57.5 µM]
O=C1NC(=O)C(CCc2ccncc2)(Cc2ccc([N+](=O)[O-])cc2)C(=O)N1,1%
O=Cc1cn(Cc2ccccc2[N+](=O)[O-])c2ccccc12,-2%
O=S(=O)(c1ccccc1)N1CC1c1ccccc1 (configuration not stated),-3%
COc1cc(/C=C(/C)[N+](=O)[O-])ccc1OCc1ccccc1Cl,?
C=CCn1c(O)c(C(CC)=Nc2ccc(NC(C)=O)cc2)c(=O)[nH]c1=O,-2%[57.5 µM]
CCOC(=O)C1(CCc2ccccc2)CCN(Cc2cccc3c2OCO3)CC1,-2%[57.5 µM]
CC1CC(C)C(=O)[C@H](C(O)CC2CC(=O)NC(=O)C2)C1 (some centres not stated),-9%
Cc1cc([N+](=O)[O-])c2ccccc2[n+]1[O-],-11%[57.5 µM]
CCOC(=O)c1c(C)n(Cc2ccccc2)c2ccc(OCC(O)Cn3nc(C)cc3C)cc12 (configuration not stated),8%
OC12ONC(c3ccccn3)C1N1CCC2CC1 (configuration not stated),8%
CC(=O)c1ccc2c(c1)C1C(Cl)C(Sc3ccccc3[N+](=O)[O-])CC1C(c1ccccc1[N+](=O)[O-])N2 (configuration not stated),7%
O=c1cccc2n1C[C@H]1C[C@@H]2CN2CCCC[C@@H]12,5%[57.5 µM]
# Going on with the list.
SMILES,ERK EGF inh
CC(=O)N1N=C(c2c(O)n(C)c(=O)n(C)c2=O)CC1c1ccccc1 (configuration not stated),7%[57.5 µM]
O=c1[nH]c(=O)n(Cc2ccco2)c(O)c1/C=N/N1CCCCC1,-2%
CNC(=O)Oc1cccc2ccccc12,-20%[57.5 µM]
COP(=O)(OC)C(NC(=O)c1ccc(C)cc1)C(Cl)(Cl)Cl (configuration not stated),10%
CCCCn1c(O)c(/C(CC)=N/N2CCCCC2c2cccnc2)c(=O)[nH]c1=S (configuration not stated),-3%
CCN1C(=O)C(=Cc2ccc(C)s2)C(=O)N(CC)C1=S,?
CCN(C(=O)Oc1ccccc1)c1ccc(C(O)(C(=O)OC)C(F)(F)F)cc1 (configuration not stated),4%
Cn1cc(NC(=O)CCl)cn1,-18%
C=CCSSCC=C,-7%
CCC(COC(=O)c1cc(OC)c(OC)c(OC)c1)(c1ccccc1)N(C)C (configuration not stated),?
O=C1NC(=O)N(c2ccc(Cl)cc2)C(=O)/C1=C/c1coc2ccc(O)cc2c1=O,-8%[57.5 µM]
COc1ccc(C(=O)OC2CC[C@@]3(C)C4CCC5[C@]6(O)CC(O)[C@@]7(O)C(CN8CC(C)CCC8[C@@]7(C)O)[C@]6(O)C[C@@]53O[C@]24O)cc1OC (some centres not stated),11%[57.5 µM]
O=C1NC(=O)C(=Cc2ccc(Oc3ccc([N+](=O)[O-])cc3)cc2)C(=O)N1,-4%
COc1ccc(CCn2c(O)c(/C=N/N3CCOCC3)c(=O)[nH]c2=O)cc1OC,11%[57.5 µM]
Cc1ccc(CNC2=NCCS2)cc1,12%[57.5 µM]
CCCn1c(C(=O)c2ccccc2)nc2ccccc21,3%
CN1C2CC3CC1C(O3)C2O (configuration not stated),15%
CCC1(c2ccccc2)C(=O)N(COC)C(=O)N(COC)C1=O,0%[57.5 µM]
COc1ccc(-n2c(-c3ccccc3)nc3ccccc3c2=O)cc1,-4%[57.5 µM]
CCCOc1ccc(Cc2c(Cl)nc(SC)nc2OC)cc1,?
Clc1cccc(N2CCNCC2)c1,-6%&-8%
CC(C)(C)C(=O)c1cn(Cc2ccccc2)c2ccccc12,?
O=C(COc1ccc(Cl)cc1)N(c1ccc(Cl)cc1)C1CN2CCC1CC2 (configuration not stated),-20%[57.5 µM]
COc1ccc2c(c1OC)CN1CCc3cc4c(cc3[C@H]1C2)OCO4,5%[25.7 µM]
CC(=O)c1c(O)c(C)c(O)c(Cc2c(O)c3c(c(C(=O)/C=C/c4ccccc4)c2O)OC(C)(C)C=C3)c1O,-3%&8%

# Exported with each value named: 2 of the compounds above.
> CCCOc1ccc(Cc2c(Cl)nc(SC)nc2OC)cc1
  ERK EGF inh: ?

> Clc1cccc(N2CCNCC2)c1
  ERK EGF inh: -6%&-8%

# Going on with the list:
SMILES,ERK EGF inh
C=CC1CN2CCC1CC2C(OC(=O)OCC)c1ccnc2ccc(OC)cc12 (configuration not stated),12%
O=c1ccc2[nH]cc(C3=CCNCC3)c2[nH]1,7%
O=CN1CCCCC1C1CC[C@H]2CCCCN2C1 (some centres not stated),1%
Cc1c(C(c2ccc(F)cc2)c2c(O)c3ccccc3oc2=O)c(=O)n(-c2ccccc2)n1C (configuration not stated),10%
C/C1=C\[C@@H](C)C/C=C/[C@H]2[C@@H]3O[C@]3(C)[C@@H](C)[C@H]3[C@H](Cc4c[nH]c5ccccc45)NC(=O)[C@]32C(=O)/C=C/C(=O)[C@@H]1O,?
CCCCC/C=C\C/C=C\C/C=C\C/C=C\CCCCCC(=O)NCCO,-5%&2%
COC(=O)C(N)CCCN=C(N)N[N+](=O)[O-] (configuration not stated),15%
CN1C(=O)NC(=O)/C(=C/c2ccc(C(=O)O)cc2)C1=O,-1%[57.5 µM]
CC1OC(O[C@@H]2C(O)CC(O[C@@H]3C(O)C[C@@H](OC4CC[C@]5(C)[C@H](CC[C@H]6[C@@H]5CC[C@]5(C)C(C7=CC(=O)OC7)C(O)C[C@@]65O)C4)OC3C)OC2C)CC(O)C1O (some centres not stated),15%
COc1ccccc1CN1CCN(Cc2ccc(Cl)cc2)CC1,0%
CCC(C)NS(=O)(=O)c1ccc(OCC(=O)N2CCN(CC)CC2)cc1 (configuration not stated),-4%
OC1/C(=C/c2ccc(C(F)(F)F)cc2)N2CCC1CC2 (configuration not stated),-6%
COCc1cc(OC(=O)N(C)C)nc2c1c(C)nn2C,-18%[57.5 µM]
Cc1cccc(OCC(=O)N2CCN(Cc3ccc([N+](=O)[O-])cc3)CC2)c1,5%
C=CCN1C[C@H](C)N([C@H](c2ccc(C(=O)N(CC)CC)cc2)c2cccc(OC)c2)C[C@H]1C,-5%
COc1ccc(C2CN(C)CC2C(=O)c2ccc(C)cc2)cc1Cl (configuration not stated),-5%
CN1C(=O)N(C)C(=O)C2(Cc3cc([N+](=O)[O-])ccc3N(C)C2c2ccccc2)C1=O (configuration not stated),2%
O=C(c1ccc(-c2ccccc2)cc1)C1CCCN(Cc2ccn[nH]2)C1 (configuration not stated),-14%
O=P1(NCCCn2cc[n+](Cc3nc4ccccc4[nH]3)c2)C=C(c2ccccc2)OC(c2ccccc2)=C1,2%[57.5 µM]
Cc1ccc(N2C(=O)NC(=O)/C(=C\C=C\c3ccco3)C2=O)cc1C,?
C=CCN1C(=O)/C(=C/c2cc(C)n(-c3ccccn3)c2C)C(=O)NC1=S,3%
CCC(C)N1C(=O)/C(=C\c2ccc(N3CCCCCC3)cc2)C(=O)NC1=S (configuration not stated),1%
CC(C)CN1CCN(Cc2ccc(F)cc2Cl)CC1CCO (configuration not stated),-5%[57.5 µM]
CC(Cc1ccccc1)NC(N)=O (configuration not stated),0%[57.5 µM]
CCOP(=O)(OCC)c1cc(C)c(O)c(C(C)(C)C)c1,-23%[57.5 µM]
# Remaining list, next part.
SMILES,ERK EGF inh
CN(C)c1ccc(/C=C2\CCCN=C2c2cccnc2)cc1,?
O=[N+]([O-])c1ccc(NCCCN2CCOCC2)c2ncccc12,-3%
Cc1cc(C)c(NC2=NCCCS2)c(C)c1,6%
CN(C)C(=O)Oc1ccc(-c2cn3cc(Cl)ccc3n2)cc1,3%
O=C1CN(C(=O)COC(=O)Cc2ccccc2)c2ccccc2N1,3%
c1ccc2c3c([nH]c2c1)CNCC3,-1%[57.5 µM]
COc1cccc(C(=O)C2CCCN(Cc3ccc4nonc4c3)C2)c1 (configuration not stated),-6%
CCC1(C(=O)c2ccccc2)C2c3ccccc3OC(=O)C21C(C)=O (configuration not stated),-4%[57.5 µM]
C[C@@H]1O[C@H](O[C@@H]2C[C@@H](O)[C@]3(CO)[C@H]4[C@H](O)C[C@]5(C)[C@@H](C6=CC(=O)OC6)CC[C@@]5(O)[C@@H]4CC[C@]3(O)C2)[C@@H](O)[C@H](O)[C@H]1O,-3%
CC12CN3CCN(C1)CC(C)(C3)C2=NN,-2%[57.5 µM]
OC[C@@H]1CCCN2CCCC[C@@H]12,-5%
Cc1ccc(NC(=O)c2snnc2C)cc1Cl,-40%

# Pulled one by one from above (4):
SMILES,ERK EGF inh
C[C@@H]1O[C@H](O[C@@H]2C[C@@H](O)[C@]3(CO)[C@H]4[C@H](O)C[C@]5(C)[C@@H](C6=CC(=O)OC6)CC[C@@]5(O)[C@@H]4CC[C@]3(O)C2)[C@@H](O)[C@H](O)[C@H]1O,-3%
CN1C2CC3CC1C(O3)C2O (configuration not stated),15%
Cc1ccccc1-n1c(-c2ccc([N+](=O)[O-])cc2)nc2ccccc2c1=O,-2%
CN1[C@@H]2CC[C@H]1CC(OC(=O)N1Cc3ccccc3NC1=O)C2 (some centres not stated),9%

# A portion of the library. The share of hits here may be higher or lower than overall.
